Assay outcomes from PubChem.
RGS4 pot: RGS4 potentiation or activation. HEK293 M3R/inducible RGS4, carbachol calcium flux Fluo4; hits give low values. 310,000 tested, 0.92% active. B-score at 10 µM;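 active means B-score of the integrated calcium signal more than 4 SD below the library mean, with starting fluorescence not abnormally high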;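 further: negative B-score means reduced calcium response which marks RGS4 activation or potentiation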
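test system = M3R-expressing HEK293 line, RGS4 induced by doxycycline | probe or stimulus = carbachol at ECmax as muscarinic agonist stimulus | timing = dye loading 30 min 37 °C, buffer rest 30 min RT | signal = calcium dye Fluo4 fluorescence | evaluation = B score from integrated fluorescence ratio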
KCNK9 block: blocks the human KCNK9 two-pore domain potassium channel | 310,000 tested, 1.2% active | HEK293 KCNK9, FluxOR thallium flux fluorescence; hits give low values | B-score at 10 µM | AID 488922;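 active means ratio B-score over 3 SD below the library mean, with starting fluorescence within 5 SD of its mean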;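 further: negative B-score means less thallium flux so channel inhibition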
Target sequence (Q9NPC2 whole entry, looked up, the tested form may be a part): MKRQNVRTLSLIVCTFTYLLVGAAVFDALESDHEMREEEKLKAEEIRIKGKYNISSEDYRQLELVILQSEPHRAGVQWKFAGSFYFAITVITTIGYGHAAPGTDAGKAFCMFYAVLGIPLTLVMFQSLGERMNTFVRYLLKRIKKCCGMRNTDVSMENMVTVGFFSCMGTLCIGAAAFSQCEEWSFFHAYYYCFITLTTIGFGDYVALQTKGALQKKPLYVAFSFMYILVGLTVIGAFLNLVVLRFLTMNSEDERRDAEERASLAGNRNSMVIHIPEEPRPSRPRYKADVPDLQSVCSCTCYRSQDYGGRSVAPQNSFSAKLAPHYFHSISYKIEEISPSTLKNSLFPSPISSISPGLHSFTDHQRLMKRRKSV
TMEM16A act: mouse TMEM16A channel activation, primary screen; 340,000 tested, 0.3% active; B-score at 10 µM; AID 623877; HEK293 TMEM16A/YFP-H148Q/I152L, iodide quench fluorescence; hits give low values; Q8BHY3;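 active means fluorescence-ratio B-score plate-corrected deviation score at least 3 library SD below zero, with starting fluorescence score within 5 deviations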;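 further: channel opened by trigger with iodide after compound preincubation; score built on the fluorescence ratio of max minus min over baseline; more negative score means more quench and so TMEM16A activation or potentiation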
TMEM16A inh: blocks the mouse calcium-activated chloride channel TMEM16A | HEK293 TMEM16A/YFP iodide influx fluorescence, ionomycin | normalized B-score (activity score, 25-100; higher = stronger inhibition) at 10 µM | 310,000 tested, 1.2% active;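 active means ratio plate-corrected score three or more library SD toward inhibition, starting fluorescence score within five deviations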;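 further: score derived from kinetic fluorescence span divided by baseline fluorescence per well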
hERG rescue: shields human hERG channel from block by proarrhythmic agents; Q12809; CHO-hERG, FluxOR thallium flux, dofetilide IC70 present; activation (rescue from dofetilide block), less the hit threshold, % at 10 µM; 310,000 tested, 0.51% active; AID 1511;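 active means activation above the mean of controls blocked by dofetilide plus 5 SD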;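 further: thallium influx through hERG after potassium depolarization seen as dye fluorescence rise; in these data hits start at about 4.7%; inactives centre near -7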
SKKanGAS inh: blocks kanamycin growth of S. pyogenes SKKanGAS strain. BacTiter-Glo, 6 h. inhibition, % at 7.5 µM. 300,000 tested, 1.3% active;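 active means mean replicate score, as percent of positive control median, at least 50; inconclusive means mean below 50 but one replicate at or above 50; inactive means mean and every replicate below 50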;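 further: strain carries kanamycin resistance gene driven by streptokinase promoter and grows in 40 µg/ml kanamycin; loss of luminescence reflects streptokinase promoter inhibition or plain growth inhibition; 0% = median of DMSO wells and 100% = positive control at its reference dose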
KCNK3 inh: human KCNK3 channel inhibition, primary screen; B-score at 10 µM; CHO-KCNK3 thallium flux, FluxOR fluorescence; hits give low values; O14649; 340,000 tested, 0.84% active;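 active means B-score under library mean minus 4 SD, starting fluorescence ratio at most library mean plus 5 SD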;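 further: more negative B-score means stronger inhibition of thallium flux through KCNK3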
Target sequence (O14649 whole entry, looked up): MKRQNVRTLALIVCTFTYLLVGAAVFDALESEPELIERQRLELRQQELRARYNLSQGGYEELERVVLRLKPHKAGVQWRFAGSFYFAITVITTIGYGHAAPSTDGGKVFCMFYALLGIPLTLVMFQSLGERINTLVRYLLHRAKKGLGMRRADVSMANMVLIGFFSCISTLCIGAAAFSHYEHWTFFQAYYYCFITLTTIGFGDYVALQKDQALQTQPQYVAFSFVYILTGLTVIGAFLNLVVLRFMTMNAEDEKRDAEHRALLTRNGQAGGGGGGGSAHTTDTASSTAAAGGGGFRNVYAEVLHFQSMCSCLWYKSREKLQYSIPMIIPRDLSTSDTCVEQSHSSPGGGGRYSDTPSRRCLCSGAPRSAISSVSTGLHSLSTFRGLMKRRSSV
KCNQ1 inh: blocks the human KCNQ1 potassium channel. P51787. CHO-K1 KCNQ1, FluxOR thallium flux fluorescence; hits give high values. B-score at 10 µM. 310,000 tested, 1.3% active. AID 2642;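 active means compounds whose thallium flux B-score, printed positive for inhibition, exceeds three library SD while starting fluorescence stays within three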;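 further: channel opened by potassium depolarization with thallium stimulus after 20 min compound exposure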
RGS4 block: human RGS4 inhibition; P49798; HEK293 M3R/RGS4 inducible, Fluo-4 calcium flux; hits give high values; triggered by carbachol at its EC20; B-score at 10 µM; 310,000 tested, 0.45% active; AID 463165;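 active means B-score, a plate-corrected calcium signal, over three deviations above library mean, with baseline fluorescence within five deviations of library mean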;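 further: RGS4 expression induced by doxycycline in cells with stable M3 receptor; B-score is computed from the integrated fluorescence ratio over baseline after carbachol; higher B-score means a larger calcium signal and so more RGS4 inhibition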
Target sequence (P49798 whole entry, looked up): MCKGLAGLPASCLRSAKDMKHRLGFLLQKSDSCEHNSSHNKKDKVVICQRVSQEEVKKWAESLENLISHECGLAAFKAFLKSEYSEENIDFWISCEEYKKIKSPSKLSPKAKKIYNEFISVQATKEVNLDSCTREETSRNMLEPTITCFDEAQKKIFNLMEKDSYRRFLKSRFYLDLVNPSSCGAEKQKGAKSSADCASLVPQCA
HDAC3 inh: inhibitors of human histone deacetylase 3 | recombinant HDAC3, fluorogenic peptide/trypsin coupled, fluorescence | inhibition, % at 8.3 µM | 320,000 tested, 0.15% active; in the data active means inhibition above about 26%, passing the limit was not always enough; inconclusive means no clear call, values can overlap the other calls
KCNQ1 pot: potentiators or activators of human KCNQ1 potassium channel; 310,000 tested, 0.35% active; B-score at 10 µM; CHO-K1 KCNQ1, thallium flux FluxOR fluorescence; hits give high values;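 active means fluorescence ratio B-score, a plate-corrected score, at least three library SD, with initial intensity B-score within 5 SD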
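Schedule – 37 °C overnight plating, 90-min dark dye load, 20-min compound pretreatment · System – stable KCNQ1 CHO-K1 line · Probe or stimulus – thallium- and potassium-containing depolarizing buffer · Measured by – kinetic FluxOR fluorescence, 10 s baseline plus 110 s post-stimulus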
Active calls of the source: *; i = inactive; ? = inconclusive; . = no result given.

Results follow in this order: RGS4 pot, KCNK9 block, TMEM16A act, TMEM16A inh, hERG rescue, SKKanGAS inh, KCNK3 inh, KCNQ1 inh, RGS4 block, HDAC3 inh, KCNQ1 pot
- COc1ccc(NC2CCCN(C(=O)c3ccncc3)C2)cc1 (stereo not given)
  i, i, i, i, -6, -12, i, i, i, -1, i
- O=C(O)c1nn(-c2ccccc2)ccc1=O
  i, i, i, i, -7, -1, i, i, i, -9, i
- Cc1ccc(/C=C/C(=O)OCC(=O)NCCN2C(=O)CSC2=O)o1
  i, i, i, i, 0, -7, i, i, i, 2, i
- O=C(NC1CC1)C1CCN(C2CCN(C(=O)c3ccc4cccc(F)c4n3)CC2)CC1
  i, i, i, i, -13, 1, i, i, i, 2, i
- Clc1ccc(C2[C@H]3CN(Cc4ccc(-c5ccccc5)cc4)[C@H](c4ccccc4)C34CC2(c2cccnc2)C4)cn1 (stereo not given in full)
  i, i, ., ., -4, 10, ., i, i, ., i
- CCc1c(C)sc(NC(NC(C)=O)(C(=O)OC)C(F)(F)F)c1C#N (stereo not given)
  i, i, i, i, -17, -4, i, i, i, 0, i
- CCOC(=O)C1=C(C)NC2=C(C(=O)CC(C)(C)C2)C1c1coc2ccccc2c1=O (stereo not given)
  i, i, i, i, -1, 5, i, i, i, 2, i
- C=CCN(CC(=O)NC1CCS(=O)(=O)C1)S(=O)(=O)c1ccccc1C(F)(F)F (stereo not given)
  i, i, i, i, -23, 1, i, i, i, -2, i
- COc1ccc(C(=O)NCCCNC(=O)c2ccccn2)cc1
  i, i, i, i, -6, 0, i, i, i, -9, i
- CC(NC(=O)c1ccc(OC2CCN(C(=O)c3cccnc3)CC2)cc1)C1CC1 (stereo not given)
  i, i, i, i, -8, 7, i, i, i, 7, i
- Cc1nnc(C)n1/N=C/c1cccc([N+](=O)[O-])c1
  i, i, i, i, -1, 6, i, i, i, -3, i
- CC(C)Oc1ccccc1C1CC(=O)Nc2c1c(=O)n(C)c(=O)n2C (stereo not given)
  i, i, ., i, -3, -2, ., i, i, -3, i
- Cc1ccsc1/C=C/c1ccc2ccccc2n1
  i, i, i, i, -8, 10, i, i, i, 5, i
- CCCCn1c(=O)c2c(c3ccccc31)OCC(=O)N2
  i, i, ., i, -8, 0, ., i, i, 2, i
- COC(=O)c1ccccc1OCCCOc1ccc(C)cc1OC
  i, i, ., i, -10, -3, ., i, i, 0, i
- O=C(NCc1ccc(F)cc1)c1ccc(N2CCc3ccccc32)c([N+](=O)[O-])c1
  i, i, i, i, -10, 32, i, i, i, 6, i
- CC(=O)N1c2ccccc2C2(C)C(C1(C)C)C2(Cl)Cl (stereo not given)
  i, i, i, i, -20, 3, i, i, i, -4, i
- CCN(CC)S(=O)(=O)c1ccc(N2CCOCC2)c(NC(=O)CNCCc2ccccc2)c1
  i, i, i, i, -14, -18, i, i, i, ., i
- Cc1cccn2c(=O)nc(SCC(=O)NCc3ccc(F)cc3)nc12
  i, i, i, i, -11, -10, i, i, i, -9, i
- CCOc1ccc(N2CC(C(=O)NCc3ccccn3)CC2=O)cc1 (stereo not given)
  i, i, i, i, -7, 4, i, i, i, -3, i
- CC(C)CC(=O)NS(=O)(=O)c1ccc(NS(C)(=O)=O)cc1
  i, i, i, i, -7, 3, i, i, i, 2, i
- CCOC(=O)N1CCN(CC(=O)Nc2ccc(C)cc2)CC1
  i, i, i, i, -10, 4, i, i, i, 2, i
- CC(=O)c1ccc(N2CCN(C(=S)Nc3ccc(Cl)c(Cl)c3)CC2)cc1
  i, i, i, i, -7, 6, i, i, i, -10, i
- Cc1cccc(NC(=O)N2CCCC(CNC(=O)c3ccccc3Cl)C2)c1C (stereo not given)
  i, i, i, i, -6, 2, i, i, i, -1, i
- Cc1ccc(-c2nc3sc(C#N)c(N)n3c(=O)c2C#N)cc1
  i, i, i, i, -4, 12, i, i, i, -1, i
- COc1ccccc1N(C(=O)c1ccco1)C(C(=O)NC1CCCC1)c1cccnc1 (stereo not given)
  i, i, i, i, -6, 19, i, i, i, -1, i
- O=C(COC(=O)C1=COCCO1)NC1CCCCCCC1
  i, i, i, i, -13, 4, i, i, i, -1, i
- CCN(C(=O)[C@@H]1CCCN1C(=O)c1cccs1)c1nc2cc(Cl)ccc2s1
  i, i, i, i, -5, 8, i, i, i, 0, i
- COc1ccc(NC(=S)NC2CC3CCC(C2)N3Cc2ccco2)cc1 (stereo not given)
  i, i, i, i, -12, 1, i, i, i, -5, i
- CC(=O)NC(Cc1c[nH]c2ccccc12)C(=O)NCCc1ccccn1 (stereo not given)
  i, i, i, i, -5, 1, i, i, i, 1, i
- Cc1ccccc1CS(=O)(=O)c1nnc([C@H](CC(C)C)NC(=O)OC(C)(C)C)o1
  i, i, i, i, -23, -1, i, i, i, 38*, i
- Cn1c(O)c(/C=N/NC(=O)c2cc3ccccc3cc2O)c2ccccc21
  -7.6*, i, i, i, -24, 104*, i, 17*, i, 8, i
- O=C(NC1CCN(S(=O)(=O)c2ccccc2F)CC1)c1ccco1
  i, i, i, i, -2, 1, i, i, i, -2, i
- S=C(NC1CCCC1)N1CCN(c2ncccn2)CC1
  i, i, i, i, -5, 4, i, i, i, -3, i
- O=C(c1cccc(C(=O)N2CCN(c3ccccc3F)CC2)n1)N1CCN(c2ccccc2F)CC1
  i, i, i, i, -15, -2, i, i, i, 13, i
- CCN(CC)C(=O)Cn1c(C)c(/C=C/c2cc[n+](C)cc2)c2ccccc21
  i, i, i, i, -23, 3, i, i, i, 15, i
- COCCNC(=S)NCCCNc1nc2cc3c(cc2cc1C#N)OCO3
  i, i, i, i, -6, 16, i, i, i, -66, i
- N#CCC(=N)N1CCN(c2ccc(Cl)cc2)CC1
  i, i, i, i, -6, 3, i, i, i, 7, i
- Cc1ccccc1N(CC(=O)NC1CCCCC1)C(=O)CCCC(=O)Nc1ccccn1
  i, i, i, i, -8, -9, i, i, i, -5, i
- CCOc1ccc2nc(SCC(=O)N3CCN(C(=O)c4ccco4)CC3)sc2c1
  i, i, i, i, -8, -2, i, i, i, 1, i
- COc1ccc(-n2cnc3cc([N+](=O)[O-])ccc32)cc1
  i, i, i, ., -3, -3, i, i, i, ., i
- CCc1ccc(C2CC(c3cccc(OC)c3)n3nc(N)nc3N2)cc1 (stereo not given)
  i, i, i, i, -6, 2, i, i, i, 6, i
- C=CCNC(=O)C12CC3CC(C1)CC(C(=O)NCC=C)(C3)C2
  i, i, i, i, -16, -1, i, i, i, -4, i
- S=c1[nH]nc(CN2CCCCC2)n1-c1ccc(Cl)cc1
  i, i, i, i, -3, 1, i, i, i, 4, i
- O=c1[nH]nc(CNc2ccc(O)cc2)c2ccccc12
  i, i, i, i, -8, 4, i, i, i, ?, i
- CCOC(=O)C1CCN(S(=O)(=O)c2cccc(-c3cn4ccccc4n3)c2)CC1
  i, i, i, 25*, -7, -3, i, i, i, -3, i
- COc1ccc(C(C)=O)cc1COc1cccc2cccnc12
  i, i, i, i, -3, -12, i, i, i, 3, i
- COc1cc(CN2CCNC(=O)C2CC(=O)NC2CCCC2)cc(OC)c1 (stereo not given)
  i, i, i, i, -4, 1, i, i, i, 4, i
- Cc1cccc(NC(=O)CSCc2c(C)noc2C)c1C
  i, i, i, i, -6, 8, i, i, i, 8, i
- O=C(Nc1ccc(F)cc1)N(Cc1ccco1)Cc1cc2cc3c(cc2[nH]c1=O)OCO3
  i, i, i, i, -6, 25, i, i, i, -6, i

Reprinted at random: two records from the list
Results follow in this order: RGS4 pot, KCNK9 block, TMEM16A act, TMEM16A inh, hERG rescue, SKKanGAS inh, KCNK3 inh, KCNQ1 inh, RGS4 block, HDAC3 inh, KCNQ1 pot
- COc1ccc(C(C)=O)cc1COc1cccc2cccnc12
  i, i, i, i, -3, -12, i, i, i, 3, i
- O=c1[nH]nc(CNc2ccc(O)cc2)c2ccccc12
  i, i, i, i, -8, 4, i, i, i, ?, i

(list continues)
Results follow in this order: RGS4 pot, KCNK9 block, TMEM16A act, TMEM16A inh, hERG rescue, SKKanGAS inh, KCNK3 inh, KCNQ1 inh, RGS4 block, HDAC3 inh, KCNQ1 pot
- Cc1ccc(S(=O)(=O)/N=C(\N)Nc2nc(C)c3ccc(C)cc3n2)cc1
  i, i, i, i, -6, 7, i, i, i, 4, i
- CCOC(=O)NC(=O)COC(=O)c1ccc(O)cc1
  i, i, i, i, -17, -6, i, i, i, 0, i
- CN(c1ccc(C(=O)O)cc1)S(=O)(=O)c1ccccc1
  i, i, i, i, -9, 3, i, i, i, -5, i
- COC(=O)c1cnc(N2CCCN(S(=O)(=O)c3ccccc3)CC2)nc1C(F)(F)F
  i, i, i, i, -3, -2, i, i, i, -4, i
- CCn1nc(C)c(Br)c1Nc1ccc(Br)cc1
  i, i, i, i, -5, 12, i, i, i, 14, i
- CC[n+]1ccccc1/C=C/Nc1ccccc1
  i, i, i, i, -2, -2, i, i, i, 2, i
- O=C(Cc1ccccc1Cl)Nc1ccc(S(=O)(=O)N2CCOCC2)cc1
  i, i, i, i, -3, -2, i, i, i, -2, i
- CC(=O)Oc1ccc2c(C)c(CC(C)O)c(=O)oc2c1 (stereo not given)
  i, i, i, i, -19, 2, i, i, i, -266, i
- O=C(CN1C(=O)C2CC=CCC2C1=O)Nc1ccc(S(=O)(=O)NC2=NCCCCC2)cc1 (stereo not given)
  i, i, i, i, 4, -3, i, i, i, -5, i
- CCOc1ccc(N(CC(=O)NC2CCCCCC2)S(=O)(=O)c2c(C)[nH]c(=O)[nH]c2=O)cc1
  i, i, i, i, -9, 0, i, i, i, 2, i
- CCC(C)(C)NC(=O)C(c1ccc(OC)cc1)N(C(=O)CCC(=O)Nc1cc(C)on1)c1ccccc1OC (stereo not given)
  i, i, i, i, -5, 1, i, i, i, 0, i
- CC(C)(CC(=O)O)CC(=O)O
  i, i, i, i, -7, -1, i, i, i, -4, i
